Screening results deposited in PubChem by several laboratories.
Hck-Nef inh: inhibitors of human Hck kinase activated by Nef; inhibition, % at 20 µM; P08631; 220,000 tested, 0.68% active; Recombinant Hck-YEEI plus Nef, Z-Lyte FRET kinase assay; AID 463187;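 active means Hck-Nef kinase inhibition above about 50%, limit read from the data; inactive means inhibition below that limit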;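 further: 0% = DMSO with Hck plus Nef and 100% = Hck alone without Nef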
Runt-CBFb FRET: inhibitors of human RUNX1 Runt domain binding to CBFb; Cerulean-Runt/Venus-CBFb FRET ratio 530/480, 1 h; Q01196+Q13951; AID 1496; 220,000 tested, 0.46% active; inhibition, % at 20 µM;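 active means inhibition over about 50% at 20 µM in the single-dose screen, limit read from the data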;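 further: 0% = DMSO wells and 100% = excess unlabeled CBFb competitor control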
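Measured by: fluorescence energy transfer, 422 nm excitation, 530/480 nm emission; test system: Cerulean-tagged RUNX1 Runt domain (FRET donor) fusion protein; buffer or medium: Tris pH 7.5 buffer with BSA; compound: one dose, 20 µM compound, 1% DMSO; times: two 1 h room-temperature incubations shielded from light; benchmarks: unlabeled CBFb 5 µM, positive control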
Wee1 stabilizer: blocks degradation of human Wee1 kinase; 220,000 tested, 1.2% active; reporter increase, % at 5 µM; AID 1321; HeLa Luc-Wee1K328M stability, luciferase luminescence; 100% = proteasome inhibitor MG132 effect;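 active means activation above the mean of all tested compounds plus 3 SD, set per screening run, cut at about 8.8% in these data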;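 further: cells exposed to compound for 20 h before luminescence read; 0% = DMSO alone and 100% = MG132 at 30 µM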
Target sequence (P30291 whole entry K328M): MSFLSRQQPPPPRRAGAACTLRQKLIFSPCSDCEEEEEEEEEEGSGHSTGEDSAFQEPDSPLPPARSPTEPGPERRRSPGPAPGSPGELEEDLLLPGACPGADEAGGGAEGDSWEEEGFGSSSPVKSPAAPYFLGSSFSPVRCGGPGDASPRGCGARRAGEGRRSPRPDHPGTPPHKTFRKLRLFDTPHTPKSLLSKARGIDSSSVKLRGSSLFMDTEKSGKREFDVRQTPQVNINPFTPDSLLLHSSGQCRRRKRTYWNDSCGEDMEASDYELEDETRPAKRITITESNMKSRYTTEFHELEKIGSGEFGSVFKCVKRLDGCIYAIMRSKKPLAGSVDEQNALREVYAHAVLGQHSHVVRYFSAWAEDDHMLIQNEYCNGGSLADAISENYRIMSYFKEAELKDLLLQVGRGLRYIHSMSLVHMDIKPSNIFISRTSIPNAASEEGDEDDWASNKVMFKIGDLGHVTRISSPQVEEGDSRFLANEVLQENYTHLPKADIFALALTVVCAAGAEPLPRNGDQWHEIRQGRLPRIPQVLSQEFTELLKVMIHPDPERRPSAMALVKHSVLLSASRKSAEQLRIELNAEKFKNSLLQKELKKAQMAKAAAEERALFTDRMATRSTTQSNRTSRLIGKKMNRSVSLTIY
Runt-SMMHC FRET: inhibitors of human RUNX1 Runt domain binding to CBFb-SMMHC; AID 1434; 220,000 tested, 0.74% active; Cerulean-Runt/Venus-CBFb-SMMHC FRET ratio 530/480, 1 h; inhibition, % at 20 µM;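 active means mean inhibition across duplicate retests at 20 µM reaching about 50%, limit read from the data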;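 further: 0% = DMSO wells and 100% = wells with excess untagged CBFb-SMMHC; inhibitors lower the FRET ratio by blocking Runt binding to CBFb-SMMHC; some results filed as inactive read as strong as hits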
The depositor's hits bear a star.

CC(=O)Nc1nc(CC(=O)c2ccccc2)cs1 was read as Runt-CBFb FRET -1 and Runt-SMMHC FRET 0.
`CCc1c(C)nc(N)n2c(SCC(=O)N3CCN(c4ccccc4F)CC3)nnc12` gave Runt-CBFb FRET -1 and Runt-SMMHC FRET 1.
Screening COc1ccc(S(=O)(=O)N2CC(C)N(S(=O)(=O)c3ccc(OC)cc3)CC2C)cc1 (stereo not drawn) returned Runt-CBFb FRET 0 and Runt-SMMHC FRET -2.
For COc1ccc(N2C(=O)CC(NCc3cccc(F)c3)C2=O)cc1 (stereo not drawn) the results were Runt-CBFb FRET -2 and Runt-SMMHC FRET 3.
COc1ccc(N2CCCn3c2nc2c3c(=O)n(CCc3ccccc3)c(=O)n2C)cc1 was read as Runt-CBFb FRET -4 and Runt-SMMHC FRET -3.
For CCCn1nc(NC(=O)c2ccco2)c2cc3ccc(C)cc3nc21 the results were Runt-CBFb FRET 24 and Runt-SMMHC FRET 48.
Screening Cc1oc(-c2ccccc2Cl)cc1-c1nn2c(-c3ccco3)nnc2s1 returned Runt-CBFb FRET -2 and Runt-SMMHC FRET -50.
For CCOC(=O)c1cnn(-c2nc(C)nc3sc4c(c23)CCC4)c1N the results were Runt-CBFb FRET -3 and Runt-SMMHC FRET 3.
Screening Cn1cnnc1SCC(=O)N1c2ccccc2-c2c(ssc2=S)C1(C)C returned Runt-CBFb FRET 8 and Runt-SMMHC FRET -1.
`Cc1ccc(S(=O)(=O)c2cc3c(=O)n4cc(C)ccc4nc3n(CC3CCCO3)c2=N)cc1` (stereo not drawn) gave Runt-CBFb FRET 86* and Runt-SMMHC FRET 90*.
O=C1c2oc3ccc(Br)cc3c(=O)c2C(c2cccnc2)N1Cc1ccco1 (stereo not drawn) was read as Runt-CBFb FRET 8 and Runt-SMMHC FRET -2.
O=C(NC1CCCCCC1)c1c(O)c2cccc3c2n(c1=O)CCC3 was read as Runt-CBFb FRET 0 and Runt-SMMHC FRET 0.
Screening Cc1ccc2nc(NC3=NCN(CCc4ccccc4)CN3)nc(C)c2c1 returned Runt-CBFb FRET -1 and Runt-SMMHC FRET 1.
`COC(=O)c1ccccc1NC(=O)c1c(O)c2cccc3c2n(c1=O)CCC3` gave Runt-CBFb FRET 0 and Runt-SMMHC FRET -2.
`Cc1nc2c(c(=O)n1CCC(C)C)c1nc3ccccc3nc1n2Cc1ccc2c(c1)OCO2` gave Runt-CBFb FRET 2 and Runt-SMMHC FRET 0.
For O=c1c2c([nH]c3ccc(Br)cc13)CCCC2 the results were Runt-CBFb FRET 0 and Runt-SMMHC FRET 3.
c1cnc(N2CCN(c3ncnc4c3oc3ccccc34)CC2)nc1 was read as Runt-CBFb FRET -1 and Runt-SMMHC FRET -2.
Cc1nc(N2CCN(C(c3ccccc3)c3ccccc3)CC2)nc2c1C(=O)CCC2 was read as Runt-CBFb FRET -1 and Runt-SMMHC FRET -44.
Screening COc1ccc(N2CCn3c2nc2c3c(=O)n(CCN3CCOCC3)c(=O)n2C)cc1 returned Runt-CBFb FRET -1 and Runt-SMMHC FRET -4.
`Cc1cc(C)n(-c2nc(SCC(=O)NCC3CCCO3)c3c4c(sc3n2)CCCC4)n1` (stereo not drawn) gave Runt-CBFb FRET -14 and Runt-SMMHC FRET -7.
`O=C(NCCNC(=O)C(F)(F)F)c1ccncc1` gave Runt-CBFb FRET -2 and Runt-SMMHC FRET 0.
Screening CCc1nc2ccccc2n(CCOCCn2c(=O)c(CC)nc3ccccc32)c1=O returned Runt-CBFb FRET -1 and Runt-SMMHC FRET -5.
CCc1ccc(N2CCCn3c2nc2c3c(=O)n(CCN3CCOCC3)c(=O)n2C)cc1 was read as Runt-CBFb FRET -1 and Runt-SMMHC FRET 2.
`COc1ccc(C2c3c(oc4c(C)cc(C)cc4c3=O)C(=O)N2Cc2cccnc2)cc1OC` (stereo not drawn) gave Runt-CBFb FRET 2 and Runt-SMMHC FRET 5.
Screening C=CCn1c(=N)c(C(=O)OC)cc2c(=O)n3cccc(C)c3nc21 returned Runt-CBFb FRET 52* and Runt-SMMHC FRET 58*.
For COc1ccc(/C(O)=C2\C(=O)C(=O)N(CCCN(C)C)C2c2ccccc2F)cc1Cl (stereo not drawn) the results were Runt-CBFb FRET -1 and Runt-SMMHC FRET -1.
For CSC1=Nc2sc3c(c2C2=NCCN12)CCCC3 the results were Runt-CBFb FRET 4 and Runt-SMMHC FRET 1.
Cc1coc2c(C)c3oc(=O)c4c(c3cc12)CCCC4 was read as Runt-CBFb FRET 2 and Runt-SMMHC FRET 11.
CC(C)Cn1cnc2c(N)nc3ccccc3c21 was read as Runt-CBFb FRET 0 and Runt-SMMHC FRET 2.
For O=C(N/N=C/C=C/c1ccccc1)C(O)c1ccccc1 (stereo not drawn) the results were Hck-Nef inh 1 and Wee1 stabilizer 5.
For COc1cc(-n2c(=O)c3ccccc3n(Cc3cccnc3)c2=O)cc(OC)c1OC the results were Hck-Nef inh 6 and Wee1 stabilizer 1.
Screening Cc1ccc(Sc2ccc(N)cc2C#N)cc1 returned Hck-Nef inh 2 and Wee1 stabilizer -2.
Cc1ccc2nc3c(cc(C#N)c(=N)n3CCCN3CCOCC3)c(=O)n2c1 was read as Hck-Nef inh 12 and Wee1 stabilizer 1.
For COc1ccc(OC)c(NC(=S)NCCC(c2ccccc2)c2ccccc2)c1 the results were Hck-Nef inh -1 and Wee1 stabilizer -4.
Screening O=C(c1cc(-c2cccnc2)nc2ccc(Br)cc12)N1CCC2(CC1)OCCO2 returned Hck-Nef inh 0 and Wee1 stabilizer -2.
Screening CN(Cc1ccccc1)c1nc2c(c(=O)[nH]c(=O)n2C)n1CCSc1ncccn1 returned Hck-Nef inh -6 and Wee1 stabilizer -1.
CCOc1ccc(S(=O)(=O)Nc2cccc(Cl)c2)cc1 was read as Hck-Nef inh 0 and Wee1 stabilizer 0.
`CCOC(=O)C1CCCN(C(=O)c2cc3c(=O)n4cccc(C)c4nc3n2C)C1` (stereo not drawn) gave Hck-Nef inh 29 and Wee1 stabilizer 0.
For COc1cccc(COc2ccc3c(C)c(Cc4ccccc4)c(=O)oc3c2)c1 the results were Hck-Nef inh 2 and Wee1 stabilizer 0.
`O=C(Nc1ccccc1)c1ccc(CN2CCC(Cc3ccccc3)CC2)cc1` gave Hck-Nef inh 1 and Wee1 stabilizer -2.
`O=C(NCc1cccs1)Nc1cccc(Cl)c1` gave Hck-Nef inh 12 and Wee1 stabilizer 1.
Cc1ccc2oc(C(=O)Nc3c(C)n(C)n(-c4ccccc4)c3=O)c(C)c2c1 was read as Hck-Nef inh -1 and Wee1 stabilizer 1.
Screening CCN1C(=O)/C(=C2/Sc3ccc(OC)cc3N2C)SC1=Nc1ccc(C(C)=O)cc1 returned Hck-Nef inh 4 and Wee1 stabilizer -2.
`CC(NC(=O)c1cc2c(=O)n(C)c3ccccc3c2n1C)c1ccc2c(c1)OCCO2` (stereo not drawn) gave Hck-Nef inh 7 and Wee1 stabilizer -2.
`COC(=O)CNC(=O)c1ccccc1[N+](=O)[O-]` gave Hck-Nef inh -1 and Wee1 stabilizer 1.
`Cc1cc(N2CCC3(CC2)OCCO3)n2nc(C)c(-c3ccc(Cl)cc3)c2n1` gave Hck-Nef inh 0 and Wee1 stabilizer -2.
`COc1ccc(N2CCN(C(=O)c3ccc(CNc4c(N5CCOCC5)c(=O)c4=O)cc3)CC2)cc1` gave Hck-Nef inh 2 and Wee1 stabilizer -3.
Screening CC1CCc2sc3c(c2C1)c1ncnn1c(=O)n3CC(=O)c1ccc(Br)cc1 (stereo not drawn) returned Hck-Nef inh -9 and Wee1 stabilizer 2.

Sorted by formula weight (low to high): some entries from above.
`COC(=O)CNC(=O)c1ccccc1[N+](=O)[O-]` gave Hck-Nef inh -1 and Wee1 stabilizer 1.
`CCOC(=O)C1CCCN(C(=O)c2cc3c(=O)n4cccc(C)c4nc3n2C)C1` (stereo not drawn) gave Hck-Nef inh 29 and Wee1 stabilizer 0.
`Cc1cc(N2CCC3(CC2)OCCO3)n2nc(C)c(-c3ccc(Cl)cc3)c2n1` gave Hck-Nef inh 0 and Wee1 stabilizer -2.

Other structures follow.
For CCOC(=O)C(CC)Sc1nc(-c2ccc(OC)cc2)nc2c1c(=O)n(C)c(=O)n2C (stereo not drawn) the results were Hck-Nef inh 44 and Wee1 stabilizer -2.
`O=C(ON=C1CCSCC1)c1ccccc1` gave Hck-Nef inh 2 and Wee1 stabilizer 1.
Cc1ccc(-c2noc(CN(C(=O)CCCN3C(=O)c4ccccc4C3=O)C(C)C)n2)cc1 was read as Hck-Nef inh 1 and Wee1 stabilizer -1.
`O=c1oc2ccc3ccccc3c2cc1-c1nc2ccccc2o1` gave Hck-Nef inh 0 and Wee1 stabilizer 2.
Cn1c(=O)c2nc(Cl)n(Cc3ccc(Cl)cc3Cl)c2n(C)c1=O was read as Hck-Nef inh 1 and Wee1 stabilizer 0.
Screening CC(CS(=O)(=O)c1ccc2ccccc2c1)N1CCN(C2CCCCC2)CC1 (stereo not drawn) returned Hck-Nef inh 8 and Wee1 stabilizer 1.
`COc1cc(C=O)ccc1OCCOCCOc1ccc(Cl)cc1Cl` gave Hck-Nef inh 1 and Wee1 stabilizer 1.
Cc1cccc(CCNS(=O)(=O)c2ccc(S(=O)(=O)N3CCC(C)CC3)cc2)c1 was read as Hck-Nef inh 6 and Wee1 stabilizer -2.
Screening CCOc1ccccc1NC(=O)c1cccnc1 returned Hck-Nef inh -2 and Wee1 stabilizer -1.
For CCCn1c(=O)n(C)c(=O)c2c(SCc3cc(C(C)=O)ccc3OCC)nc(C3CC3)nc21 the results were Hck-Nef inh 2 and Wee1 stabilizer 4.
Screening CSc1nc2c(c(-c3ccccc3)c1C#N)CCC2 returned Hck-Nef inh 12 and Wee1 stabilizer -1.
Screening O=C(O)c1ccc2c(c1)[C@@H]1C=CC[C@@H]1[C@H](c1ccccn1)N2 returned Hck-Nef inh 35 and Wee1 stabilizer 2.
For O=C(COc1nnc2ccccn12)N1CCN(S(=O)(=O)c2ccccc2)CC1 the results were Hck-Nef inh -1 and Wee1 stabilizer 2.
`O=C(Nc1ccc(NC(=S)NC(=O)C(c2ccccc2)c2ccccc2)cc1)c1ccccc1` gave Hck-Nef inh 1 and Wee1 stabilizer -3.
Screening O=C(CSc1nnc(-c2ccco2)n1-c1ccccc1)N1CCc2ccccc21 returned Hck-Nef inh -1 and Wee1 stabilizer -3.
For CCc1cc(=O)oc2c(C)c(OS(C)(=O)=O)ccc12 the results were Hck-Nef inh 7 and Wee1 stabilizer 2.
For O=C1c2ccccc2C(=O)N1CCOc1ccccc1 the results were Hck-Nef inh -3 and Wee1 stabilizer 6.
Screening O=C(NCc1ccco1)C(c1ccco1)N(C(=O)Cn1nnc2ccccc21)c1ccc2c(c1)CCC2 (stereo not drawn) returned Hck-Nef inh 1 and Wee1 stabilizer 3.
Screening COc1ccc(C(=O)/C=C/NCc2ccc(C)cc2)cc1 returned Hck-Nef inh 10 and Wee1 stabilizer 1.
`COc1cc(OC)cc(-c2nnc(SCC(=O)N3c4ccccc4Sc4ccccc43)o2)c1` gave Hck-Nef inh 1 and Wee1 stabilizer -2.
CCOC(=O)Cc1csc(NC(=O)c2cnc3scc(C)n3c2=O)n1 was read as Hck-Nef inh 2 and Wee1 stabilizer 0.
For O=C(CN(CC(=O)N1CCOCC1)S(=O)(=O)c1ccc(Br)s1)N1CCOCC1 the results were Hck-Nef inh 4 and Wee1 stabilizer 3.
Screening COc1ccc(C(=O)CSc2nc3nc(C)cc(C)c3c(=O)[nH]2)cc1OC returned Hck-Nef inh 0 and Wee1 stabilizer 5.
`CCOC(=O)c1c(NC(=O)c2csc(C)c2)sc(C(C)=O)c1C` gave Hck-Nef inh 18 and Wee1 stabilizer 4.
`Nc1ccc(C(=O)c2ccc3c(c2)OCCO3)cc1N` gave Hck-Nef inh -1 and Wee1 stabilizer 3.
CCOC(=O)c1c(NC(C)=O)sc2c1C1CCN2CC1 was read as Hck-Nef inh 9 and Wee1 stabilizer 1.
Screening CC1CCCC(N2CCN(C(=O)c3ccc(F)cc3)CC2)C1 (stereo not drawn) returned Hck-Nef inh 1 and Wee1 stabilizer -2.
Screening COc1ccc(C2C3=C(CCCC3=O)Nc3nc4ccccc4n32)cc1OC (stereo not drawn) returned Hck-Nef inh 17 and Wee1 stabilizer 3.
`CCOc1ccc(-n2nc3c(-n4ncc(C#N)c4N)nnc(C)c3c2C)cc1` gave Hck-Nef inh 9 and Wee1 stabilizer 0.
COc1ccccc1/C=c1\sc2nc(-c3cccs3)nn2c1=O was read as Hck-Nef inh 1 and Wee1 stabilizer 3.
O=C(O)c1cn(C2CC2)c2cc(N3CCOCC3)c(F)cc2c1=O was read as Hck-Nef inh 16 and Wee1 stabilizer -2.
`Cc1c(Cc2ccccc2)sc(NC(=O)Cc2ccccc2)c1C(N)=O` gave Hck-Nef inh 1 and Wee1 stabilizer -2.

Only part of the results is shown; rates above refer to the full screens.
